LmPK inh = blocks Leishmania mexicana pyruvate kinase activity | Q27686 | purified LmPK, Kinase-Glo ATP luminescence, 1 h | Potency, µM (titrated, usually from 57.5 µM), without a hit: top-dose activity change, negative = inhibition, most hits filed as inhibitors | actives 0.37% (n = 290,000) | AID 1721; further: potency means the concentration at half of the fitted maximal effect
Target sequence (Q27686 whole entry, looked up): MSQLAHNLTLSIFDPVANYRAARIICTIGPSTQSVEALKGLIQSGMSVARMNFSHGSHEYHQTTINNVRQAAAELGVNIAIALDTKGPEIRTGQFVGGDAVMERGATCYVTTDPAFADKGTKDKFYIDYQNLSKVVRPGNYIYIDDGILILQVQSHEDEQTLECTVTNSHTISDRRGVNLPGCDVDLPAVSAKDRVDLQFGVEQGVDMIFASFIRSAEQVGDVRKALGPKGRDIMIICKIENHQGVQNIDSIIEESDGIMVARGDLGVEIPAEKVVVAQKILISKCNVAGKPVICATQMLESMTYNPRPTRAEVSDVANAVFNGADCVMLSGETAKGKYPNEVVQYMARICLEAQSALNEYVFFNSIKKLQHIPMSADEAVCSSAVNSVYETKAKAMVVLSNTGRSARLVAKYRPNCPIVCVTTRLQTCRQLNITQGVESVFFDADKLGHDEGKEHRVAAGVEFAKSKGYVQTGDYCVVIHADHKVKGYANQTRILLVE
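0.1 nM LmPK, 0.5 mM PEP, 0.1 mM ADP; 50 mM imidazole pH 7.2, 7 mM MgCl2, 50 mM KCl; 1 h RT. Kinase-Glo luminescence readout, normalized to no-enzyme (full inhibition) and uninhibited wells.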
AmpC no deterg = AmpC beta-lactamase inhibition without detergent. P00811. AmpC nitrocefin hydrolysis, absorbance 480 nm, 0.0001% Triton. Potency, µM (top dose mostly 57.1 µM), for the others: at the top dose activity change, negative = inhibition, hits mostly inhibitors. actives 0.52% (n = 330,000);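 further: potency means the concentration at half of the fitted maximal effect; plate controls were no compound for no effect and no enzyme for full effect; nearly all actives have a fitted effect of over 20% in size; some results filed as inactive show a strong effect at the top dose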
Target sequence (P00811 whole entry, looked up): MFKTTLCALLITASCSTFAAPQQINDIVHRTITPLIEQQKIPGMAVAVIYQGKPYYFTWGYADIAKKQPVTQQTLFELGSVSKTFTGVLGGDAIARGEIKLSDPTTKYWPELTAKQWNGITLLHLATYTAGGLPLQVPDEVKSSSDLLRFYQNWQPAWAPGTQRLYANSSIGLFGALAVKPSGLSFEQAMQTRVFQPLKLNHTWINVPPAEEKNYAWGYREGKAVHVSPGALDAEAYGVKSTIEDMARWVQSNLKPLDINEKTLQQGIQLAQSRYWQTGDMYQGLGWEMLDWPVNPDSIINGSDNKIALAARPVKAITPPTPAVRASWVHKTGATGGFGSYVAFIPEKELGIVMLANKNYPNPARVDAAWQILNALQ
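AmpC (5.3 nM in the dispensed reagent) in 20 mM phosphate pH 7.0 with 0.01% (detergent screen) or 0.0001% Triton X-100 was preincubated with compounds for 15 min at room temperature. Nitrocefin was then added from an 800 uM solution, and hydrolysis was followed at 480 nm.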
AmpC inh detg = blocks E. coli AmpC beta-lactamase in detergent assay; P00811; AmpC hydrolysis of nitrocefin, absorbance 480 nm, 0.01% Triton; Potency, µM (top dose mostly 114 µM), without a hit: top-dose activity change, negative = inhibition, hits mostly inhibitors; actives 0.041% (n = 370,000); AID 485294;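 further: potency means the concentration at half of the fitted maximal effect; 0% = no-compound wells and -100% = no-enzyme wells; nearly all actives have a fitted effect of over 25% in size; some results filed as inactive show a strong effect at the top dose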
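20 mM phosphate pH 7.0 + 0.01% (detergent screen) or 0.0001% Triton X-100; 5.3 nM AmpC reagent; cpd preinc 15 min RT; nitrocefin (800 uM stock) to start; A480 q20 s × 4 min; Activity was normalised to no-enzyme and no-compound control wells.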
TbPYK inhibitor = T. brucei pyruvate kinase inhibition; TbPYK enzyme, Kinase-Glo Plus ATP luminescence, 45 min; actives 0.12% (n = 410,000); Q57TT1; Potency, µM (titrated, usually from 76.8 µM), for inactives: at the highest dose activity, negative = inhibition, usual class: inhibitors; further: potency means the concentration at half of the fitted maximal effect; nearly all actives have a fitted effect of over 50% in size
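Screened from lowest to highest concentration, compounds were pinned into TbPYK/substrate mixtures, and ADP (130 uM final) was added. Plates sat at room temperature for 45 min prior to Kinase-Glo Plus detection by luminescence.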
AMA1-RON2 inh = inhibitors of Plasmodium falciparum AMA1-RON2 interaction; AlphaScreen AMA1-biotinylated RON2 peptide binding; Potency, µM (titrated, usually from 58.2 µM), inactives show top-dose activity change, negative = inhibition, usual class: inhibitors; actives 0.2% (n = 360,000);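 further: potency means the concentration at half of the fitted maximal effect; 0% = vehicle wells and -100% = peptide control; nearly all actives have a fitted effect of over 45% in size; some results filed as inactive show a strong effect at the top dose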
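AMA1 (3D7) with his tag at 25 nM final met compounds first, then biotinylated RON2 peptide at 25 nM; detection used donor plus acceptor beads, 10 µg/mL apiece, read by AlphaScreen after 30 min at room temperature.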
HCMV inh = human cytomegalovirus inhibition. HFF cells, HCMV-luciferase reporter, 72 h; hits give low values. activity change, negative = inhibition, % at 57.5 µM. actives 4.5% (n = 410,000); in the data active means activity change below about -60%; inconclusive means no clear call, values can overlap the other calls; inactive means above about -39%
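Screen run at 2 compound doses on HFFs infected with reporter HCMV, MOI 1 PFU/cell. Luciferase activity from cell lysates at 72 h post infection gave inhibition relative to buffer-only and Salinomycin wells.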
Sm TGR inh = blocks Schistosoma mansoni thioredoxin glutathione reductase. purified TGR, DTNB reduction, TNB absorbance 405 nm. Potency, µM (titrated, usually from 114 µM), inactives show at the top dose activity change, negative = inhibition, actives largely listed as inhibitors. actives 3% (n = 360,000). AID 485364; further: potency means the concentration at half of the fitted maximal effect; nearly all actives have a fitted effect of over 60% in size
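TGR 20 nM + NADPH 100 uM (dispensed conc.), cpd preinc 15 min RT; start with NADPH (500 uM addition) then DTNB (15 mM addition). Kinetic TNB absorbance, 405 nm filter. Four-parameter Hill fit across titration.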
* marks the source's active call; other numbers are inactive results; u = inconclusive; x = no result given; [ ] = dose if it differs, or a comment. Unless noted, the call rests on the fitted dose curve; in most records, active means well fitted curve in the direction sought with a large enough effect; inconclusive means small, poorly fitted or top-dose-only effect, or another doubt; inactive means no such curve, though single readings can be large; an effect the other way counts as inactive or inconclusive. Unless noted, on the % scale 0 is the no-effect control and ±100 the full control effect.

Screens by letter – A = LmPK inh; B = AmpC no deterg; C = AmpC inh detg; D = TbPYK inhibitor; E = AMA1-RON2 inh; F = HCMV inh; G = Sm TGR inh
COc1ccccc1NC(=O)N(Cc1ccco1)Cc1cc2cc(C)cc(C)c2[nH]c1=O
  A: 1%; B: -10%; C: -11%; D: -1%; E: -15%; F: -12; G: u

Cc1ccc(S(=O)(=O)N(CCO)Cc2ccccc2)cc1
  A: 3%; B: -3%; C: u; D: 1%; E: 11%; F: -3; G: 5%

CCC(=O)Nc1ccc(S(=O)(=O)Nc2cccnc2)cc1
  A: 0%; B: -26%; C: -7%; D: 3%; E: 2%; F: 2; G: 0%

Cc1cccc(Nc2ncnc3ccccc23)c1
  A: -1%; B: -19%; C: -4%; D: -8%; E: -5%; F: u; G: 6%

N#CCc1ccc(Oc2ncc(C(F)(F)F)cc2Cl)cc1
  A: -7%; B: -14%; C: 3%; D: 6%; E: -9%; F: u; G: 9%

COc1cccc(-c2cnc(NCc3cc(Cl)ccc3O)n2C)c1
  A: 3%; B: -29%; C: -14%; D: -1%; E: u; F: x; G: -2%

CCCn1c(N2CCN(Cc3cccc(C)c3)CC2)nc2c1c(=O)[nH]c(=O)n2C
  A: 7%; B: 75%[activator]; C: -7%; D: -9%; E: 16%; F: -20; G: -2%

CN1c2ccsc2C(O)=C(C(=O)Nc2ccccc2)S1(=O)=O
  A: -1%; B: -25%; C: -11%; D: 2%; E: -4%; F: 8; G: 5%

CC1=C(C(=O)Nc2cccnc2)C(c2ccncc2)n2nnnc2N1 (stereo not given)
  A: 8%; B: -9%; C: 1%; D: 6%; E: 6%; F: -2; G: 0%

COc1ccc(CNC(=S)NC2CCCC2)cc1
  A: -1%; B: -8%; C: -8%; D: -15%; E: 4%; F: u; G: -3%

COC(=O)CSc1nn(-c2ccc(F)cc2)c(=S)s1
  A: 10%; B: -21%; C: 7%; D: -11%; E: -3%; F: 21; G: 11%

CCCn1c(SCC(=O)c2c(C)[nH]c(C)c2C(=O)OCC)nc2ccccc21
  A: 0%; B: -4%; C: 1%; D: -12%; E: 21%; F: u; G: 1%

Cc1nn(Cc2ccc(Cl)cc2Cl)c(C)c1NC(=O)c1ccc(COc2cc(Cl)ccc2Cl)o1
  A: 0%; B: -9%; C: -8%; D: -1%; E: -27%; F: -40; G: -43%

CCN1CC(O)=C(c2nc3ccccc3s2)C1=N
  A: -3%; B: -8%; C: -7%; D: -6%; E: -2%; F: 111; G: -4%

Cc1cc(C(=O)NN)n[nH]1
  A: -4%; B: -13%; C: 3%; D: -7%; E: 65%[activator]; F: 70; G: 15%

O=[N+]([O-])c1ccccc1/C=C/C=N/n1c(-c2ccccc2F)n[nH]c1=S
  A: -3%; B: -60%; C: 2%; D: u; E: 69%[activator]; F: 26; G: 4%

COc1ccc(CCC(=O)NCCOc2ccc(C)cc2)cc1
  A: 0%; B: 13%; C: -10%; D: 3%; E: -2%; F: 29; G: -9%

CC(C)Cn1c(N)c(C(=O)COC(=O)c2ccccc2Cl)c(=O)n(C)c1=O
  A: 0%; B: -25%[11.4 µM]; C: -10%; D: 1%; E: -2%; F: -17; G: 9%

Cc1cc(C)cc(N(C(=O)Cc2cccs2)C(C(=O)NC2CCCCC2)c2ccccn2)c1 (stereo not given)
  A: -3%; B: 37%; C: -12%; D: x; E: -5%; F: -19; G: 0%

O=C(Nc1ccc(Br)cc1)C1CCCN(S(=O)(=O)c2ccc(Br)s2)C1 (stereo not given)
  A: x; B: x; C: -8%; D: 1%; E: x; F: -30; G: 3%

CCOc1ccccc1CNc1nc2nc(C)cc(C)n2n1
  A: x; B: x; C: 13%; D: -7%; E: x; F: 11; G: 0%

O=C(COc1ccc2c3c(c(=O)oc2c1)CCC3)NCC(O)c1ccccc1 (stereo not given)
  A: 2%; B: 1%; C: 0%; D: -4%; E: 6%; F: -26; G: 9%

COc1cccc(CN(C)CC(=O)Nc2cc3oc4ccccc4c3cc2OC)c1
  A: 0%; B: 20%; C: 7%; D: 12%; E: -24%; F: 18; G: 2%

CC12CC(NC(=O)N1c1cccc(C(=O)Nc3ncn[nH]3)c1)c1ccccc1O2 (stereo not given)
  A: -3%; B: x; C: -1%; D: 2%; E: 8%; F: 17; G: 3%

CCCN(C(=O)CCl)C1=CCCCC1
  A: 2%; B: -13%; C: 1%; D: 0%; E: -3%; F: -100*; G: 11µM*

CC(NC(=O)c1ccccc1)c1nnc(SCC(=O)Nc2nnc(C3CC3)s2)n1C (stereo not given)
  A: x; B: u; C: -2%; D: -7%; E: 1%; F: -23; G: 5%

CC(C)(C)NC(=O)C(c1ccc(F)cc1)N(Cc1ccco1)C(=O)c1csnn1 (stereo not given)
  A: -2%; B: 4%; C: -16%; D: 2%; E: -7%; F: 0; G: -12%

O=C(CCn1cnc2ccccc2c1=O)Nc1ccc(Cl)c(Cl)c1
  A: 5%; B: -17%; C: -4%; D: -11%; E: 22%; F: -74*; G: 14%

O=[N+]([O-])c1ccc(N2CCOCC2)cn1
  A: 3%; B: -7%; C: 2%; D: 4%; E: 8%; F: 0; G: 13%

COC(=O)c1scc(-c2ccc(C)cc2)c1S(=O)(=O)Nc1cc(Cl)ccc1C
  A: x; B: x; C: 4%; D: 1%; E: x; F: 4; G: 0%

CCC(C)[C@H]1CNC(=S)N1CCc1cccc2ccccc12 (stereo not given in full)
  A: 2%; B: -34%; C: 0%; D: 0%; E: -14%; F: 21; G: 22%

CC(C)(C)c1ccc(C(=O)NCCC(=O)NNC(=O)COc2ccccc2F)cc1
  A: x; B: 114%[activator]; C: x; D: 4%; E: 102%[activator]; F: -10; G: x

O=C(N/N=C/c1ccc2c(c1)OCO2)c1cc2ccccc2o1
  A: 2%; B: -41%; C: 0%; D: -4%; E: 19%; F: u; G: -6%

Cn1cc(/C=C/c2cc[n+](C)cc2)c2cc(Cl)ccc21
  A: -2%; B: 24%; C: 1%; D: -8%; E: -4%; F: -102*; G: -4%

COc1cc(OC)c2c(-c3cccc(-c4ccc(N(C)C)cc4)c3)cc(=O)oc2c1
  A: x; B: -4%; C: x; D: -1%; E: u; F: -73*; G: x

CCSc1nsc(NC(=O)Nc2cccc(OC)c2)n1
  A: -6%; B: -34%; C: -1%; D: -6%; E: 13%; F: u; G: 4%

COc1ccc(C2CC(c3ccccc3)=NN2C(=O)c2ccc(Cl)c([N+](=O)[O-])c2)cc1 (stereo not given)
  A: 3%; B: -27%; C: -13%; D: 1%; E: -13%; F: -21; G: -8%

COc1ccc(C2NCCO2)cc1OC (stereo not given)
  A: 9%; B: -24%; C: -9%; D: -2%; E: -7%; F: 61; G: 0%

Cc1ccccc1S(=O)(=O)Cc1ccc(C(=O)NCCN2CCN(Cc3ccccc3)CC2)o1
  A: 2%; B: 64%[activator]; C: -4%; D: 0%; E: 3%; F: -34; G: u

Clc1ccc(-c2nc(NCCCN3CCOCC3)c3ccccc3n2)cc1
  A: 1%; B: 146%[activator]; C: -2%; D: 1%; E: -16%; F: 61; G: -10%

Cc1ccc(C(=O)NCc2ccccn2)cc1Cl
  A: -3%; B: -1%; C: 2%; D: 4%; E: 81%[activator]; F: 88; G: 1%

CCCN1CCN(CCCNC(=O)CCN2C(=O)COc3ccccc32)CC1
  A: -1%; B: -4%; C: 3%; D: 3%; E: -2%; F: -9; G: -11%

CC1CCN(S(=O)(=O)c2ccc(C(=O)OC(C)C(=O)N(C)C3CCCCC3)cc2)CC1 (stereo not given)
  A: x; B: 8%; C: 0%; D: 0%; E: -4%; F: u; G: -12%

CC1CCCN(C(=O)C2CCN(c3nc(-c4ccccc4)nc4c3CCC4)CC2)C1 (stereo not given)
  A: 0%; B: 126%[activator]; C: 1%; D: 6%; E: -8%; F: 28; G: -10%

Cc1cc(C)n(-c2cc(N3CCN(S(=O)(=O)c4ccc(C)c(C)c4)CC3)ccc2[N+](=O)[O-])n1
  A: 4%; B: -6%; C: -13%; D: -1%; E: 2%; F: -4; G: -15%

Compounds listed so far containing a thiophene ring, fused or not (4):
Screens by letter – A = LmPK inh; B = AmpC no deterg; C = AmpC inh detg; D = TbPYK inhibitor; E = AMA1-RON2 inh; F = HCMV inh; G = Sm TGR inh
CN1c2ccsc2C(O)=C(C(=O)Nc2ccccc2)S1(=O)=O
  A: -1%; B: -25%; C: -11%; D: 2%; E: -4%; F: 8; G: 5%

Cc1cc(C)cc(N(C(=O)Cc2cccs2)C(C(=O)NC2CCCCC2)c2ccccn2)c1 (stereo not given)
  A: -3%; B: 37%; C: -12%; D: x; E: -5%; F: -19; G: 0%

O=C(Nc1ccc(Br)cc1)C1CCCN(S(=O)(=O)c2ccc(Br)s2)C1 (stereo not given)
  A: x; B: x; C: -8%; D: 1%; E: x; F: -30; G: 3%

COC(=O)c1scc(-c2ccc(C)cc2)c1S(=O)(=O)Nc1cc(Cl)ccc1C
  A: x; B: x; C: 4%; D: 1%; E: x; F: 4; G: 0%

Continued.
Screens by letter – A = LmPK inh; B = AmpC no deterg; C = AmpC inh detg; D = TbPYK inhibitor; E = AMA1-RON2 inh; F = HCMV inh; G = Sm TGR inh
COC(=O)COc1ccc2c(=O)c(-c3ccccc3OC)coc2c1
  A: 10%; B: -20%; C: 4%; D: -2%; E: 2%; F: -17; G: 1%

Cc1nn(-c2ccc(C(=O)NCC(c3ccco3)N3CCCC3)cc2)c(C)c1Cl (stereo not given)
  A: x; B: 113%[activator]; C: -12%; D: 0%; E: -2%; F: -11; G: -5%

CCOC(=O)CC(N)c1ccc(OC)cc1 (stereo not given)
  A: 0%; B: -4%; C: -1%; D: 5%; E: 0%; F: 24; G: -1%

O=C(CN1C(=O)c2ccccc2C1=O)OCCOCCN=C1NS(=O)(=O)c2ccccc21
  A: -1%; B: -8%; C: 9%; D: 2%; E: 12%; F: -29; G: 4%

O=C(Nc1cc(F)ccc1F)c1cnn2c(C(F)F)cc(-c3ccccc3)nc12
  A: x; B: x; C: 18%; D: 5%; E: x; F: -32; G: 5%

CCOC(=O)N1CCN(CCCc2ccccc2)CC1
  A: 2%; B: -4%; C: u; D: -6%; E: 2%; F: 25; G: 0%

Part of the list above, limited to AmpC inh detg:
SMILES,AmpC inh detg
CCOC(=O)CC(N)c1ccc(OC)cc1 (stereo not given),-1%
O=C(CN1C(=O)c2ccccc2C1=O)OCCOCCN=C1NS(=O)(=O)c2ccccc21,9%

Screens (PubChem BioAssay)

Outcome played no part in choosing rows. About 7.4% of those tested had a hit in this group.
